HDAC3 inhib: human HDAC3 inhibition | O15379 | inhibition, % at 8.3 µM | recombinant HDAC3, fluorogenic peptide/trypsin coupled, fluorescence | 320,000 compounds, 0.15% hits; in the data active = inhibition above about 26%, passing the limit was not always enough; inconclusive = no clear call, values can overlap the other calls
KCNK3 block: human KCNK3 channel inhibition, primary screen; B-score at 10 µM; O14649; 340,000 compounds, 0.84% hits; CHO-KCNK3 thallium flux, FluxOR fluorescence; stronger effect = lower value;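 active = B-score under library mean minus 4 SD, starting fluorescence ratio at most library mean plus 5 SD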;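 also: more negative B-score means stronger inhibition of thallium flux through KCNK3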
TMEM16A inh: blocks the mouse calcium-activated chloride channel TMEM16A; normalized B-score (activity score, 25-100; higher = stronger inhibition) at 10 µM; HEK293 TMEM16A/YFP iodide influx fluorescence, ionomycin; AID 588511; 310,000 compounds, 1.2% hits; Q8BHY3;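 active = ratio plate-corrected score three or more library SD toward inhibition, starting fluorescence score within five deviations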;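 also: score derived from kinetic fluorescence span divided by baseline fluorescence per well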
ANO1 activ: activators or potentiators of mouse TMEM16A chloride channel. B-score at 10 µM. HEK293 TMEM16A/YFP-H148Q/I152L, iodide quench fluorescence; stronger effect = lower value. 340,000 compounds, 0.3% hits. AID 623877. Q8BHY3;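 active = fluorescence-ratio B-score plate-corrected deviation score at least 3 library SD below zero, with starting fluorescence score within 5 deviations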;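 also: channel opened by trigger with iodide after compound preincubation; score built on the fluorescence ratio of max minus min over baseline; more negative score means more quench and so TMEM16A activation or potentiation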
RGS4 inh: inhibitors of human RGS4; 310,000 compounds, 0.45% hits; AID 463165; HEK293 M3R/RGS4 inducible, Fluo-4 calcium flux; stronger effect = higher value; triggered by carbachol at its EC20; P49798; B-score at 10 µM;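 active = B-score, a plate-corrected calcium signal, over three deviations above library mean, with baseline fluorescence within five deviations of library mean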;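 also: RGS4 expression induced by doxycycline in cells with stable M3 receptor; B-score is computed from the integrated fluorescence ratio over baseline after carbachol; higher B-score means a larger calcium signal and so more RGS4 inhibition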
hERG rescue: compounds protecting human hERG from proarrhythmic drug block | Q12809 | CHO-hERG, FluxOR thallium flux, dofetilide IC70 present | activation (rescue from dofetilide block), less the hit threshold, % at 10 µM | 310,000 compounds, 0.51% hits;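 active = activation above the mean of controls blocked by dofetilide plus 5 SD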;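 also: thallium influx through hERG after potassium depolarization seen as dye fluorescence rise; in these data hits start at about 4.7%; inactives centre near -7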
KCNQ1 pot: potentiates or activates the human KCNQ1 potassium channel. P51787. B-score at 10 µM. AID 2648. 310,000 compounds, 0.35% hits. CHO-K1 KCNQ1, thallium flux FluxOR fluorescence; stronger effect = higher value;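 active = fluorescence ratio B-score, a plate-corrected score, at least three library SD, with initial intensity B-score within 5 SD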
Target sequence (P51787 whole entry, looked up): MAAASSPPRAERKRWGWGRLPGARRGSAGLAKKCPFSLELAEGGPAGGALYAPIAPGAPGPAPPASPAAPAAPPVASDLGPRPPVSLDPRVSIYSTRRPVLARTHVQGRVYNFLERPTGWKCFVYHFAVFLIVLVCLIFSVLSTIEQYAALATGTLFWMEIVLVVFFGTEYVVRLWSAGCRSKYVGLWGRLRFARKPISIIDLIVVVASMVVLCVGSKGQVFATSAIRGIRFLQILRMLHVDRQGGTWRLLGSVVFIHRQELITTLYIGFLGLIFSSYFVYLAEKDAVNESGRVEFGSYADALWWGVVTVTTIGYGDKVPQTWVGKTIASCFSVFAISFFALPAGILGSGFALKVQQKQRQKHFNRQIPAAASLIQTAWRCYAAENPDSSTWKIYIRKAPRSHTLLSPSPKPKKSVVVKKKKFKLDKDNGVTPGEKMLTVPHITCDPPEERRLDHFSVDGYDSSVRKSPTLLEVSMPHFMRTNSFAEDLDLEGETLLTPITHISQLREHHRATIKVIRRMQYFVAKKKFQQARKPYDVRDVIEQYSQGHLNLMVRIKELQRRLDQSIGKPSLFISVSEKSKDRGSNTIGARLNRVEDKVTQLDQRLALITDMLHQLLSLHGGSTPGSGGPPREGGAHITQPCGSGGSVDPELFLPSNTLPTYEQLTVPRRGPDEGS
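Test system: CHO-K1 cells stably expressing KCNQ1 / Medium: assay buffer / Also added: depolarizing K+/Tl+ stimulus, K2SO4 and Tl2SO4 each 12.5 mM in 5x stock / Incubation: 90 min dye loading and 20 min compound exposure, both at room temperature / Signal: thallium influx via FluxOR fluorescence, kinetic imaging / Evaluation: B score of baseline-normalized fluorescence ratio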
KCNQ1 inh: blocks the human KCNQ1 potassium channel. 310,000 compounds, 1.3% hits. AID 2642. CHO-K1 KCNQ1, FluxOR thallium flux fluorescence; stronger effect = higher value. B-score at 10 µM. P51787;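 active = compounds whose thallium flux B-score, printed positive for inhibition, exceeds three library SD while starting fluorescence stays within three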;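 also: channel opened by potassium depolarization with thallium stimulus after 20 min compound exposure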
SKKanGAS inh: SKKanGAS growth inhibition; S. pyogenes SKKanGAS, kanamycin growth, BacTiter-Glo, 6 h; inhibition, % at 7.5 µM; 300,000 compounds, 1.3% hits; AID 1662;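 active = mean replicate score, as percent of positive control median, at least 50; inconclusive = mean below 50 but one replicate at or above 50; inactive = mean and every replicate below 50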;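 also: strain carries kanamycin resistance gene driven by streptokinase promoter and grows in 40 µg/ml kanamycin; loss of luminescence reflects streptokinase promoter inhibition or plain growth inhibition; 0% = median of DMSO wells and 100% = positive control at its reference dose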
RGS4 pot: RGS4 potentiation or activation | HEK293 M3R/inducible RGS4, carbachol calcium flux Fluo4; stronger effect = lower value | B-score at 10 µM | 310,000 compounds, 0.92% hits | AID 463111;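 active = B-score of the integrated calcium signal more than 4 SD below the library mean, with starting fluorescence not abnormally high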;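 also: negative B-score means reduced calcium response which marks RGS4 activation or potentiation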
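Material: M3R-expressing HEK293 line, RGS4 induced by doxycycline | Schedule: Overnight RGS4 induction, 30 min dye load 37 °C, 20 min compound RT | Measured by: Fluo4 fluorescence kinetic imaging of calcium | Read-out: Integrated calcium ratio converted to B score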
KCNK9 inh: inhibitors of human KCNK9 two-pore domain potassium channel. Q9NPC2. HEK293 KCNK9, FluxOR thallium flux fluorescence; stronger effect = lower value. B-score at 10 µM. 310,000 compounds, 1.2% hits;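 active = ratio B-score over 3 SD below the library mean, with starting fluorescence within 5 SD of its mean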;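 also: negative B-score means less thallium flux so channel inhibition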
Target sequence (Q9NPC2 whole entry, looked up, the tested form may be a part): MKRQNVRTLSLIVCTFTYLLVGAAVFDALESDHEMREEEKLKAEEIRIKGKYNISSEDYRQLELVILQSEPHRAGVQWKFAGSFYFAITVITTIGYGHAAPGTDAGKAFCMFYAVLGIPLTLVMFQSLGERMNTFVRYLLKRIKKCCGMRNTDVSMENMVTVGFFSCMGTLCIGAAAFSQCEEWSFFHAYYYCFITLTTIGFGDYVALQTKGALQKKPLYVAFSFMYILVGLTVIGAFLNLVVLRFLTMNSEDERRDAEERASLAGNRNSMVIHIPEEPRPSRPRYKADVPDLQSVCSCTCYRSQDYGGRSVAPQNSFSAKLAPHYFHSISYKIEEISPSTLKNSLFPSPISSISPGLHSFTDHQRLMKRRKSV
* marks the source's active call; other numbers are inactive results; i = inactive; ? = inconclusive; . = not tested or not shown.

compound	HDAC3 inhib	KCNK3 block	TMEM16A inh	ANO1 activ	RGS4 inh	hERG rescue	KCNQ1 pot	KCNQ1 inh	SKKanGAS inh	RGS4 pot	KCNK9 inh
Cc1ccc(N(Cc2ccccc2)C(=O)c2cc(S(=O)(=O)N3CCOCC3)ccc2C)cc1	4	i	i	i	i	-13	i	i	1	i	i
CCCn1c(-c2ccc(F)cc2)n[nH]c1=S	-9	i	i	i	i	-7	i	i	1	i	i
Oc1[nH]c2ccccc2c1N=Nc1nc2ccccc2s1	10	i	i	i	i	-8	i	i	22	i	i
COc1ccccc1OCC(=O)OC/C(O)=C(\C#N)c1nc2ccccc2[nH]1	3	i	i	i	i	-10	i	i	-11	i	i
CCOC(=O)c1ccc(N2C(=O)CC(NC3CCN(C(=O)c4cccc(Cl)c4)CC3)C2=O)cc1 (stereo not given)	2	.	i	.	i	-3	i	i	4	i	i
Cc1csc2nc(O)c(C(=O)NC3CCCCCC3)c(=O)n12	4	i	i	i	i	-5	i	i	23	i	i
COc1cc(OC)c(C(=O)NCC2CCCO2)cc1OC (stereo not given)	-7	i	i	i	i	-1	i	i	0	i	i
CCN(CC)S(=O)(=O)c1cc(C(=O)Oc2cccc(-c3cnc4ccccc4n3)c2)ccc1Br	-7	i	i	i	i	-12	i	i	10	i	i
O=C(COc1ncnc2ccccc12)N1CCN(C(=O)c2ccco2)CC1	-7	i	i	i	i	-14	i	i	-12	i	i
CCOc1ccc(Nc2nc(N)nc(CSC(=S)N3CCOCC3)n2)cc1	6	i	i	i	i	-8	i	i	-9	i	i
COCCNC(=O)Cn1nc(-c2ccc(C)cc2)c2ccccc2c1=O	-4	i	i	i	i	-8	i	i	7	i	i
Cc1ccc(C(=O)NNC(=O)c2ccncc2)cc1S(=O)(=O)N1CCOCC1	?	i	i	i	i	-16	i	i	-18	i	i
CCCOc1ccc([N+](=O)[O-])c(N)c1	1	i	i	i	i	-1	i	i	3	i	i
CCN(CC)CCNc1ccc2nnc(CCNS(=O)(=O)c3ccc(C)cc3)n2n1	-2	i	i	i	i	-11	i	i	-5	i	i
COc1cc(C#N)c(NC(=O)CN2CCC(C(N)=O)CC2)cc1OC	2	i	i	i	i	-4	i	i	-2	i	i
Cc1ccc(NC(=O)CSc2ncnc3ccccc23)cc1S(=O)(=O)N1CCCCCC1	.	i	25*	i	i	-13	i	6*	20	i	i
CCN(CC)c1ccc([N+](=O)[O-])cc1C(=O)O	-3	i	i	i	i	-9	i	i	2	i	i
CCCCCOc1ccc(NS(C)(=O)=O)cc1	1	i	i	.	i	-9	i	i	0	i	i
CCOC(=O)c1ccc(NC(=O)C2CC(=O)N=C(N)S2)cc1 (stereo not given)	-1	i	i	i	i	-5	i	i	-9	i	i
CN(C)S(=O)(=O)c1ccc(C(=O)NCc2nnc(SCC(=O)N3CCCCCC3)o2)cc1	-3	i	i	i	i	-9	i	i	-4	i	i
O=C(O)CNC(=O)/C(=C/c1ccco1)NC(=O)/C=C/c1ccccc1	3	i	i	i	i	-4	i	i	-3	i	i
CC(=O)C1=C(Nc2ccccc2)CC(C)(O)C(C(C)=O)C1c1ccccc1 (stereo not given)	1	-12*	i	i	i	-3	i	i	-3	i	i
Cc1cc(C)c(S(=O)(=O)Nc2ncccc2C)c(C)c1	2	i	i	i	i	-3	i	i	2	i	i
O=C(O)c1c(NC(=O)N2CCOCC2)sc2c1CCCC2	1	i	i	i	i	-4	i	i	-3	i	i
CCCC(=O)C1=C(O)C(C(=O)OC)C(C)(C)CC1=NC (stereo not given)	-2	i	i	i	i	-2	i	i	12	i	i
O=C1CCCC/C1=C\Nc1ccc(S(=O)(=O)Nc2cnc3ccccc3n2)cc1	5	i	i	i	i	0	i	i	-1	i	i
CC(=O)c1cccc(NC(=O)c2cc(S(=O)(=O)N3CCOCC3)cs2)c1	.	i	i	i	i	-7	i	i	-2	i	i
COc1ccc(/C=N/OCC(=O)NCc2cccs2)c(OC)c1	11	i	i	i	i	-11	i	i	9	i	i
O=C(NCc1cccnc1)c1ccc(NC(=O)c2ccco2)cc1	-1	i	i	i	i	-15	i	i	-6	i	i
O=C(Nc1ccc2oc(-c3ccccc3)nc2c1)c1cccnc1	1	i	i	i	i	-8	i	i	7	i	i
Cc1ccc(O)c(C(=O)c2cc(C#N)c3nc4ccccc4n3c2)c1	7	i	i	i	i	-9	i	i	13	i	i
CC(=O)c1cccc(NC(=O)Cn2cnc(S(=O)(=O)N3CCC(C)CC3)c2)c1	-6	i	i	i	i	-6	i	i	4	i	i
Cc1ccc(Nc2nnc(SCC(=O)Nc3ncc(S(=O)(=O)c4ccc([N+](=O)[O-])cc4)s3)s2)cc1	-1	i	i	i	i	-10	i	i	30	i	i
CCOC(=O)c1cnc2c(c(C)nn2C)c1Oc1ccc(Cl)cc1	-10	i	i	i	i	-13	i	i	-6	i	i
Cc1cc(OCC(=O)N2CCC(O)CC2)c2c(C)cc(=O)oc2c1	-64	i	i	i	i	-9	i	i	-7	i	i
Cc1ccc(C(=O)COc2cccc(NC(=O)c3ccco3)c2)cc1	2	i	i	i	i	-13	i	i	-7	i	i
COc1ccc(-c2n[nH]c3c2CN(C(=O)c2ccccc2)CC3)cc1	0	i	i	i	i	-9	i	i	-1	i	i
CCOC(=O)N1CCN(S(=O)(=O)c2ccc3c(c2)SCC(=O)N3)CC1	6	i	i	i	i	-5	i	i	-5	i	i
Cc1cc(C)cc(N(C(=O)c2ccc(Br)o2)C2C=CS(=O)(=O)C2)c1 (stereo not given)	-1	i	i	i	i	-10	i	i	.	i	i
O=C(CN1C(=O)NC2(CCCC2)C1=O)Nc1cccc(-c2nnc3n2CCCCC3)c1	-1	i	i	i	i	-5	i	i	.	i	i
O=S(=O)(c1cc(F)ccc1F)N1CCN(C2CCCCC2)CC1	5	i	i	i	i	-6	i	i	-8	i	i
COC(=O)c1c(NC(=O)c2cccc([N+](=O)[O-])c2)sc(C(N)=O)c1C	-3	i	i	i	i	-2	i	i	3	i	i
COc1ccc(-c2ncccc2OC(=O)C23CC4CC(CC(C4)C2)C3)cc1OC	-13	i	i	i	i	-7	i	i	0	i	i
O=C(COc1ncnc2ccccc12)Nc1cc([N+](=O)[O-])ccc1F	.	i	i	i	i	-4	i	i	-7	i	i
N/C(=N\OC(=O)c1ccc(F)cc1)c1cccc([N+](=O)[O-])c1	9	i	i	i	i	-9	i	i	-8	i	i
O=C1COc2ccc(S(=O)(=O)CCC(=O)N3CCN(c4cccc(C(F)(F)F)c4)CC3)cc2N1	-2	i	i	i	i	-20	i	i	-8	i	i
COc1ccc(N2CCN(S(=O)(=O)CCNC(=O)COc3ccccc3)CC2)cc1	-4	i	i	i	i	-8	i	i	13	i	i
CC1(C)c2[nH]c3ccccc3c2C[C@@H]2C(=O)N(Cc3ccccc3F)C(=O)N21	-6	i	i	i	i	-16	i	i	18	i	i
O=C(c1ccc(S(=O)(=O)Nc2ccccc2)cc1)N1CCCC1	-3	i	i	i	i	-14	i	i	17	i	i
Cc1cc(Br)ccc1NC(=S)NC1CCCC1	2	i	i	i	i	-10	i	i	-3	i	i

Later entries.
compound	HDAC3 inhib	KCNK3 block	TMEM16A inh	ANO1 activ	RGS4 inh	hERG rescue	KCNQ1 pot	KCNQ1 inh	SKKanGAS inh	RGS4 pot	KCNK9 inh
Cc1ccc(OCCN2C(=O)c3ccccc3C2=O)c(C)c1	2	i	i	i	i	-9	i	i	5	i	i
Cc1cc(C)c(S(=O)(=O)c2c(C)cccc2C)c(OCC(C)C)n1	13	i	i	i	i	-16	i	i	47	i	-9.9*
COc1ccccc1CN1CC(C(=O)NCCN(C)CCc2ccccc2)CCC1=O (stereo not given)	-4	i	i	i	i	-8	i	i	4	i	i
O=C(COC(=O)CSc1ccc([N+](=O)[O-])cc1)NCCc1ccccc1	1	i	i	i	i	-14	i	i	-1	i	i
CCCC1(C(=O)OCC)NC(c2ccc(O)cc2)C2C(=O)N(c3ccc4c(c3)OCCO4)C(=O)C21 (stereo not given)	4	i	i	i	i	-1	i	i	-4	i	i
CCOC(=O)Cc1csc(SCC(=O)NC2CCCC(C)C2C)n1 (stereo not given)	2	i	i	i	i	-7	i	i	-11	i	i
COC(=O)c1ccc(Cn2nc(-c3ccc(C)c(C)c3)ccc2=O)cc1	-1	i	i	i	i	-6	i	i	16	i	i
O=C(Nc1ccc(Oc2cccnc2)cc1)C1CCN(Cc2ccccc2)CC1	-6	i	i	i	i	-6	i	i	-11	i	i
Cc1cccc(-n2nc3c(c2NC(=O)c2ccco2)CS(=O)C3)c1C (stereo not given)	.	i	i	i	i	-33	i	i	7	i	i
O=C(N/N=C/c1c(Cl)nc2ccccn2c1=O)c1cccnc1	3	i	i	i	i	-17	i	i	0	i	i
N#CCCN(C(=O)COC(=O)c1ccc(CNS(=O)(=O)c2ccc(F)c(Cl)c2)cc1)c1ccc(F)cc1	-3	i	i	i	i	-4	i	i	14	-8.8*	i
O=C(Cc1ccc(Cl)cc1)NC1CC1	-1	i	i	i	i	-6	i	i	0	i	i
C/C(NCc1ccccc1)=C(\C#N)C(=O)NCc1ccccc1	8	i	i	i	i	-8	i	i	0	i	i
Cc1n[nH]c(C)c1S(=O)(=O)N1CCOCC1	-4	i	i	i	i	-5	i	i	-9	i	i
Cc1cccc(C(=O)NCC(=O)OCc2cc(=O)n3ccsc3n2)c1	-3	i	i	i	i	-16	i	i	4	i	i
CN(C)c1ccc(/C=N/NC(=O)C2COc3ccccc3O2)o1 (stereo not given)	0	i	i	i	i	-18	i	i	2	i	i
Cc1ccc(NC(=S)NC2CC3CCC(C2)N3Cc2ccco2)c(C)c1 (stereo not given)	-11	i	i	i	i	-1	i	i	-6	i	i
COc1ccc(C)cc1NC(=S)NN1CCN(C)CC1	-8	i	i	i	i	-16	i	i	-4	i	i
S=c1[nH]nc([C@@H]2C[C@H]2c2ccccc2)n1-c1ccccc1Cl	8	i	i	i	i	-3	i	i	0	i	i

Screens: PubChem, several laboratories
